# Screening results (PubChem)
# Nrf2 inh = inhibitors of Nrf2 signaling; actives 2.1% (n = 360,000); A549 ARE-Fluc reporter, luciferase luminescence, 18-24 h; Potency, µM (highest dose often 46 µM), without a hit: at the highest dose activity change, negative = inhibition, hits mostly inhibitors; AID 504444; further: on the % scale 0 is the no-effect control and ±100 the full control effect; nearly all actives have a fitted effect of over 60% in size
#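 Nrf2 function is reported as luminescence of an ARE-controlled luciferase in A549 cells. Compounds were tested at several concentrations, and a CellTiter-Fluor read on the same wells flagged cytotoxicity.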
# HepG2 viability = HepG2 cytotoxicity, counter-screen for TGF-b inhibitors. HepG2 CAGA-GFP viability, ATP luminescence, 18 h. Potency, µM (titrated, usually from 46.1 µM), without a hit: top-dose activity change, negative = cytotoxicity, most hits filed as cytotoxic. actives 0.76% (n = 410,000). AID 588856; further: some results filed as inactive show a strong effect at the top dose
#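 CellTiter-Glo luminescence gave cytotoxicity after 18 hours at 37 degrees C. The cells were HepG2 CAGA-GFP in 1% FBS DMEM, stimulated with 500 pg/mL TGF-beta after compound addition. %Activity was normalised to no-cell wells (complete cell-killing) and DMSO (no toxicity), and curves were fitted and classified.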
# Nrf2 ARE act = activators of Nrf2 (ARE) signaling; actives 0.31% (n = 410,000); AREc32 ARE-luciferase reporter (MCF7-derived line), luminescence, 24 h; Potency, µM (top dose mostly 46.1 µM), without a hit: at the highest dose activation, usual class: activators; further: % of control where 0% means no effect; nearly all actives have a fitted effect of over 65% in size
#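 ARE activation measured as luciferase luminescence (Steady-Glo, 30 min RT) in AREc32_Fluc cells after 24 hr compound exposure at 37 deg C, 5% CO2; cells seeded overnight at 1000/well in OPTI-MEM, 5% FBS.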
# MCF10A rerep = inducers of DNA re-replication in MCF 10A breast cells. AID 624296. actives 2.9% (n = 350,000). Potency, µM (doses to about 46.1 µM), for inactives: at the top dose activity, positive = re-replication, actives largely listed as activators. MCF 10A DNA re-replication, Hoechst nuclear intensity, 48 h; further: % of control where 0% means no effect; nearly all actives have a fitted effect of over 50% in size
# A549 viability = kills or reduces viability of A549 cells in Nrf2 counter-screen; A549 ARE-Fluc cells, CellTiter-Fluor viability, 18-24 h; Potency, µM (doses to about 46 µM), for inactives: at the highest dose activity change, negative = cytotoxicity, hits mostly inhibitors; actives 0.16% (n = 390,000); AID 504648; further: on the % scale 0 is the no-effect control and ±100 the full control effect
#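 A549 ARE-Fluc cells in 5% FBS OPTI-MEM, 5000 cells/well, rested 2 h then exposed to compounds in concentration-response for 18-24 h at 37 °C. Viability by CellTiter-Fluor fluorescence (Ex 405/Em 525) after 30 min; luciferase luminescence (BugLite, 15 min, RT) read afterwards.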
# TGFb inhibitor = TGF-b pathway inhibition; HepG2 CAGA-GFP TGF-b/SMAD3 reporter, GFP fluorescence, 18 h; TGF-beta stimulated, 500 pg/mL final; AID 588855; Potency, µM (highest dose often 46.1 µM), without a hit: at the highest dose activity, negative = inhibition, hits mostly inhibitors; actives 1.2% (n = 410,000); further: on the % scale 0 is the no-effect control and ±100 the full control effect; nearly all actives have a fitted effect of over 65% in size
#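 HEPG2 CAGA-GFP cells (1000/well, DMEM with 1% FBS) were pre-incubated 2 h at 37 degrees C, given compound by pin tool, then stimulated with TGF-beta at 500 pg/mL final for 18 h before per-cell GFP fluorescence imaging.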
# ATXN2 expr inh = reduces ATXN2 reporter expression in HEK-293 cells; HEK-293 ATXN2-luciferase reporter, luminescence, 24 h; Potency, µM (series often up to 57 µM), for the others: top-dose activity change, negative = inhibition, most hits filed as inhibitors; actives 0.72% (n = 360,000); further: on the % scale 0 is the no-effect control and ±100 the full control effect; nearly all actives have a fitted effect of over 55% in size
#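 ATXN2-luciferase reporter cells (luciferase flanked by upstream and downstream ATXN2 gene portions) were treated 24 h at 37 °C with compounds at up to 57 uM. SteadyGlo luminescence gave expression; GF-AFC fluorescence gave viability.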
# EPAC2 antag = EPAC2 (human) antagonism; Q8WZA2; AID 720708; EPAC2 GEF exchange of Rap1B-BODIPY-GDP, fluorescence; actives 0.18% (n = 360,000); Potency, µM (highest dose often 114 µM), for inactives: top-dose activity, negative = inhibition, usual class: inhibitors; further: on the % scale 0 is the no-effect control and ±100 the full control effect; nearly all actives have a fitted effect of over 45% in size; many of its hits are not listed in these tables
# ATXN viability = viability counter-screen for ATXN expression inhibitors; Potency, µM (top dose mostly 56.7 µM), usual class: cytotoxic; S2 cells (HEK-293 line with an ATXN2-luciferase reporter) viability, CellTiter-Fluor protease fluorescence, 24 h; actives 0.49% (n = 400,000); AID 651635; further: nearly all actives have a fitted effect of over 40% in size
# An asterisk follows results filed as active; i = inactive; ? = inconclusive; / = no result given; [ ] = another dose, or the depositor's remark. The call rests on the fitted dose curve; in most records, active means well fitted curve in the direction sought with a large enough effect; inconclusive means small, poorly fitted or top-dose-only effect, or another doubt; inactive means no such curve, though single readings can be large; an effect the other way counts as inactive or inconclusive. Potency means the concentration at half of the fitted maximal effect. The list is partial. The share of hits here may be higher or lower than overall.
1	O=C(/C=C/c1ccccc1Cl)c1ccc[nH]1
2	CCc1cccc(CC)c1NC(=S)NCc1ccc2[nH]c(C)cc2c1
3	O=C(OCC(=O)N1CCN(C(=O)c2ccco2)CC1)c1cn(-c2ccccc2)nc1-c1ccccc1
4	CN(C)C(CNc1ccc([N+](=O)[O-])cc1C#N)c1ccccc1 (centres undefined)
5	COc1ccc(C2=NS(=O)(=O)N(C)C(C(=O)Nc3ccc(OC)c(OC)c3)=C2)cc1
6	CCCn1cnc2c(oc3ccccc32)c1=O
7	N=c1c(C(=O)NCc2ccc3c(c2)OCO3)cc2c(=O)n3ccccc3nc2n1Cc1cccnc1
8	CC1=CC=CC2=NC(=O)CC(C)(C(=O)O)N12 (centres undefined)
assay / compound	1	2	3	4	5	6	7	8
Nrf2 inh	-1%	?	-5%	6%	?	?	?	1%
HepG2 viability	-1%	-49%	2%	2%	-4%	-2%	-24%	-19%
Nrf2 ARE act	?	-0.7%	4.1%	4.3%	4.2%	2.5%	-0.2%	-0.1%
MCF10A rerep	?	?	-3%	5%	4%	1%	15%	-1%
A549 viability	-1%	?	-3%	6%	-12%	0%	/	-4%
TGFb inhibitor	?	-8%	-30%	14%	?	-2%	0%	2%
ATXN2 expr inh	76%[activator]	?	7%	1%	-9%	59%[activator]	-12%	-4%
EPAC2 antag	-1%	2%	-5%	6%	-4%	2%	4%	3%
ATXN viability	i	i	i	i	?	i	i	i

# Arranged by the number under EPAC2 antag (descending): 3 of the compounds above
item | Molecule | TGFb inhibitor | EPAC2 antag
4 | CN(C)C(CNc1ccc([N+](=O)[O-])cc1C#N)c1ccccc1 (centres undefined) | 14% | 6%
7 | N=c1c(C(=O)NCc2ccc3c(c2)OCO3)cc2c(=O)n3ccccc3nc2n1Cc1cccnc1 | 0% | 4%
6 | CCCn1cnc2c(oc3ccccc32)c1=O | -2% | 2%

# Carrying on.
9	O=C(CSCc1nc2ccccc2[nH]1)Nc1ccc2ccccc2c1
10	CCOc1ccc2nc(NC(=O)c3ccoc3C)sc2c1
11	Cc1ccc(CNCC(=O)Nc2ccc(N3CCOCC3)cc2)cc1
12	O=C(Nc1ncn[nH]1)c1ccc(Cl)cc1Cl
13	CCOC(=O)C1CCN(S(=O)(=O)c2ccc(OC)c(OC)c2)CC1
14	O=C(C(=O)N1CCN(c2ccc(F)cc2)CC1)c1cn(CC(=O)N2CCOCC2)c2ccccc12
15	N#CCSc1nc2[nH]ncc2c(=O)n1-c1ccccc1Br
16	CC(C)(C)c1ccc(S(=O)(=O)/N=C2\C=C(NS(=O)(=O)c3ccccc3)C(=O)c3ccccc32)cc1
assay / compound	9	10	11	12	13	14	15	16
Nrf2 inh	0%	?	-2%	4%	/	-7%	13%	4%
HepG2 viability	-21%	1.8µM*	-3%	11%	1%	-3%	-12%	-51%
Nrf2 ARE act	0.1%	-0.2%	0.2%	0.7%	-0.6%	-0.1%	0.1%	-1.6%
MCF10A rerep	14%	21%	0%	-7%	-17%	-3%	3%	-17%
A549 viability	1%	-5%	-4%	0%	-10%	2%	-10%	-4%
TGFb inhibitor	-7%	-15%	2%	17%	2%	-2%	1%	?
ATXN2 expr inh	0%	2%	4%	2%	2%	-3%	-12%	-17%
EPAC2 antag	-1%	4%	2%	2%	-1%	-3%	14%	?
ATXN viability	i	i	i	i	i	i	i	?

17	Cc1ccc(S(=O)(=O)CCC(=O)OCC(=O)NCC(=O)Nc2c(C)cc(C)cc2C)cc1
18	NS(=O)(=O)c1ccc(NC(=O)Nc2ccc(Cl)cc2)cc1
19	COc1ccc([C@H]2CC(=O)C=C(c3ccc(OC(F)(F)F)cc3)C2)cc1OC
20	COc1cccc(/C=N/Nc2nc(C)cc(=O)[nH]2)c1OC
21	COc1ccc(C2C(=O)N(C3CCCCC3)CC(=O)N2C2CCCC2)cc1 (centres undefined)
22	COCCCNC(=O)c1sc2nc(C)c(C(=O)Nc3ccc(C)cc3C)c(-c3ccc(Cl)cc3)c2c1N
23	CCCCC(=O)N/N=C(\C)c1cccc(NC(=O)C2CC2)c1
24	Cc1ccc2c(c1)N(CC(=O)NCCC1=CCCCC1)C(=O)c1cccnc1O2
assay / compound	17	18	19	20	21	22	23	24
Nrf2 inh	5%	?	?	20%	6%	-6%[9.27 µM]	-11%	-19%
HepG2 viability	-6%	-14%	-28%	-24%	-5%	-10%	2%	-25%
Nrf2 ARE act	-0.8%	3.1%	7.3%	9.2%	0.1%	-0.1%	-0.5%	-0.4%
MCF10A rerep	-1%	?	6%	0%	1%	/	-32%[inhibitor]	-2%
A549 viability	-2%	0%	-5%	0%	-8%	-6%	2%	-2%
TGFb inhibitor	-10%	-1%	?	1%	-13%	0%	-7%	-12%
ATXN2 expr inh	-4%	11%	?	8%	-3%	?	7%	-28%
EPAC2 antag	3%	-11%	-18%	1%	-5%	/	-3%	-19%
ATXN viability	i	i	i	i	i	?	i	?

25	Cc1ccc(NC(=O)CCc2nc3ccccc3s2)c(O)c1
26	COc1ccc(C(=O)NCCSc2ccccc2)cc1
27	O=C(c1n[nH]c(=O)c2ccccc12)N1CCN(C2c3ccccc3-c3ccccc32)CC1
28	Cc1cccc(NNC(=O)C2CCC2)c1
29	Cc1nn(CC(=O)Nc2ccccn2)c(C)c1[N+](=O)[O-]
30	O=C(COC(=O)c1ccc([N+](=O)[O-])o1)Nc1ccc(F)cc1
31	N/C(=N\OC(=O)Cc1ccccc1[N+](=O)[O-])c1cccnc1
32	CC1CN(C(=O)N2CCCCC2)CCN1C(=O)N1CCCCC1 (centres undefined)
assay / compound	25	26	27	28	29	30	31	32
Nrf2 inh	8%	?	?	7%	-1%	10%	-9%	19%
HepG2 viability	-11%	-16%	5%	-3%	3%	-5%	1%	-2%
Nrf2 ARE act	0.0%	-1.8%	0.3%	-0.4%	-0.1%	6.4%	-0.1%	2.3%
MCF10A rerep	16%	?	?	-1%	-4%	3%	-1%	1%
A549 viability	5%	5%	-27%	-2%	-5%	5%	-1%	1%
TGFb inhibitor	-10%	-1%	-25%	9%	-1%	-23%	-3%	-11%
ATXN2 expr inh	/	20%	-24%	/	-4%	/	2%	-20%
EPAC2 antag	-10%	18%	-4%	5%	6%	-4%	-9%	-6%
ATXN viability	i	i	i	i	i	?	i	?

# Results in ATXN viability and ATXN2 expr inh, for 6 of the compounds above:
No.	smiles	ATXN viability	ATXN2 expr inh
27	O=C(c1n[nH]c(=O)c2ccccc12)N1CCN(C2c3ccccc3-c3ccccc32)CC1	i	-24%
28	Cc1cccc(NNC(=O)C2CCC2)c1	i	/
29	Cc1nn(CC(=O)Nc2ccccn2)c(C)c1[N+](=O)[O-]	i	-4%
30	O=C(COC(=O)c1ccc([N+](=O)[O-])o1)Nc1ccc(F)cc1	?	/
31	N/C(=N\OC(=O)Cc1ccccc1[N+](=O)[O-])c1cccnc1	i	2%
32	CC1CN(C(=O)N2CCCCC2)CCN1C(=O)N1CCCCC1 (centres undefined)	?	-20%

# The list continues:
33	CC(C)(C)N/N=C/c1cc(Cl)cc([N+](=O)[O-])c1O
34	S=C(Nc1cccnc1)N1CCN(c2ccccc2Cl)CC1
35	Cc1noc(C)c1COc1ccccc1C(=O)NCCOc1ccccc1F
36	Cc1cc(N2CCN(C)CC2)nc2ccc(NC(=S)N3CCN(c4ccc(Cl)cc4)CC3)cc12
37	CCN(CC(=O)Nc1ccccc1C(F)(F)F)C(=O)C1CSC2(C)CCC(=O)N12 (centres undefined)
38	COc1ccc(N2CCN(C(CNC(=O)C(=O)NCc3ccc(C)cc3)c3cccnc3)CC2)cc1 (centres undefined)
39	Cn1c(CN2CCOCC2)nnc1SCc1ccccc1
40	CC(C)OCCCNC(=O)NC(=O)c1ccc(Cl)cc1
assay / compound	33	34	35	36	37	38	39	40
Nrf2 inh	1%	?	-27%	-13%	1%	-8%	7%	0%
HepG2 viability	-12%	-17%	-1%	-9%	5%	-4%	-10%	-23%
Nrf2 ARE act	2.9%	-0.6%	1.0%	0.1%	-0.7%	-0.7%	0.1%	0.8%
MCF10A rerep	21%	-3%	-4%	29µM*	-22%	/	4%	-1%
A549 viability	-8%	0%	1%	-3%	-3%	-17%	1%	4%
TGFb inhibitor	-11%	7%	-2%	-4%	-6%	8%	7%	1%
ATXN2 expr inh	-1%	-14%	/	-22%	-9%	-21%	-2%	8%
EPAC2 antag	-6%	-5%	-5%	3%	2%	/	6%	-4%
ATXN viability	i	i	i	i	i	i	i	/

# Down the list, quoted from above:
# A549 viability, entries 9–12: 1%, -5%, -4%, 0%
# HepG2 viability, entries 9–12: -21%, 1.8µM*, -3%, 11%

# Continued:
41	Cc1ccc(CCNC(=O)C23CN(Cc4ccccc4)CC2C(c2cccc([N+](=O)[O-])c2)=NO3)cc1 (centres undefined)
42	COc1ccc(C2/C(=C(/O)c3ccc4c(c3)CC(C)O4)C(=O)C(=O)N2Cc2ccncc2)cc1 (centres undefined)
43	CCN(C(=O)CSc1nnnn1-c1ccc(OC)cc1)C1CCS(=O)(=O)C1 (centres undefined)
44	Cc1ccc(C(=O)Nc2ccc(S(=O)(=O)N3CCc4ccccc4C3)cc2)o1
45	COc1ccc(NC(=O)CNC(=O)Cc2cccc3ccccc23)c(OC)c1
assay / compound	41	42	43	44	45
Nrf2 inh	0%	7%	-20%	/	-13%
HepG2 viability	1%	3%	1%	-18%	9%
Nrf2 ARE act	5.8%	-0.3%	-0.6%	-0.6%	-0.4%
MCF10A rerep	-11%	0%	5%	4%	0%
A549 viability	-2%	-3%	2%	-1%	-5%
TGFb inhibitor	-15%	-5%	4%	-2%	6%
ATXN2 expr inh	-2%	0%	8%	-5%	2%
EPAC2 antag	8%	0%	3%	-4%	8%
ATXN viability	i	i	i	i	i
